GalR3 antag: blocks the human galanin receptor 3. O60755. HEK293 GalR3-CNG cAMP membrane potential fluorescence; galR3 body fused to GalR1 C-terminus. inhibition, % at 3 µM. 360,000 compounds, 0.44% hits. AID 651719;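 active means inhibition above the screen-wide average plus 3 SD, cut at about 13% in these data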;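 further: forskolin and galanin both at EC90 stimulate the cells; cAMP rise reported by CNG channel membrane potential dye signal; 0% = forskolin plus galanin with DMSO and 100% = forskolin alone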
Target sequence (O60755 1-299 limits assumed): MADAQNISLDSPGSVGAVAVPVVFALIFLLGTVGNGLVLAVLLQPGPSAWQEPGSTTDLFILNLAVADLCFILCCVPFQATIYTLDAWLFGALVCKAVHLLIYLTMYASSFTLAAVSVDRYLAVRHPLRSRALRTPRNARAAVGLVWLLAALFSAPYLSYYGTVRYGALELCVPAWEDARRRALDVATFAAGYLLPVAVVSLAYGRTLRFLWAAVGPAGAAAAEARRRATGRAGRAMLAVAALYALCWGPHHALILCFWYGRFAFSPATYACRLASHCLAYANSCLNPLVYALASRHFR
MEKK2mut PB1 HTS: signal of MEK5 binding to mutant human MEKK2 PB1 domain; AID 1530; percent response, % at 10 µM; bead flow cytometry, Alexa488-MEK5 binding to MEKK2 mutant; 290,000 compounds, 0.35% hits; in the data active means percent response above about 24%, passing the limit was not always enough; further: inactives centre near 1; some results filed as inactive read as strong as hits
PfM18AAP inh: blocks P. falciparum M18 aspartyl aminopeptidase; recombinant PfM18AAP, H-Glu-NHMec fluorogenic cleavage; inhibition, % at 7.35 µM; 290,000 compounds, 1.2% hits; AID 1822;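 active means inhibition above the campaign mean inhibition over all tested compounds plus 3 SD, cut at about 28% in these data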;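 further: 0% = plate median of test compound wells and 100% = 2 mM ZnCl2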
OXTR potentiator: potentiators of human oxytocin receptor; CHO-OTR cells, Fluo-8 calcium fluorescence, potentiator mode; 0% = oxytocin EC15, 100% = EC100; activation, % at 3 µM; 320,000 compounds, 0.061% hits;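 active means activation above that plate's cutoff, the mean activation of tested compounds plus 3 SD, cut at about 6.6% in these data, passing the limit was not always enough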;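 further: 100% uses oxytocin at 75 nM as the full agonist control; some results filed as inactive read as strong as hits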
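System: human OTR in CHO cells; Also added: sub-maximal oxytocin, roughly EC15; Timing: compound 6 min at room temperature before oxytocin, 100 s read; Technique: Fluo-8 intracellular calcium fluorescence, ex 470-495, em 515-575 nm; Controls: oxytocin EC15 low and EC100 high; Replication: singlicate.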
MEKK2wt PB1 HTS: raises or lowers MEK5 binding to wildtype human MEKK2 PB1 domain | bead flow cytometry, Alexa488-MEK5 binding to MEKK2 WT; actives lie on both sides | 290,000 compounds, 1.1% hits | binding response (% of control), % at 10 µM | Q9Y2U5; in the data active means binding response below about 67% or above about 130%
GPR7 antagonist: blocks human GPR7 receptor signaling; P48145; GPR7-expressing cells, fluorescence antagonist assay; inhibition, % at 4.4 µM; 290,000 compounds, 1.1% hits; in the data active means inhibition above about 16%, passing the limit was not always enough;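 further: cells stimulated with the agonist NPW; 0% = agonist with vehicle and 100% = vehicle without agonist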
Target sequence (P48145 whole entry, looked up): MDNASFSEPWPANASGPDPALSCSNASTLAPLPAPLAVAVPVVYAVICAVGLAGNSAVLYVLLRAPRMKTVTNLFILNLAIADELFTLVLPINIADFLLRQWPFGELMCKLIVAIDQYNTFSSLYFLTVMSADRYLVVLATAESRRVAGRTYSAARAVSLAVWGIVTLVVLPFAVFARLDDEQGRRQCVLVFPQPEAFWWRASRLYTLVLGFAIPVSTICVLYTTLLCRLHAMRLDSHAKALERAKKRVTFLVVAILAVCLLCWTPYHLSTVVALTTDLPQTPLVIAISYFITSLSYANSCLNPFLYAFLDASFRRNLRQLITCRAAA
NALP1 inh: NALP1 inhibition; S. cerevisiae NALP1/ASC/caspase-1 growth, X-gal OD620, 72 h; inhibition, % at 10 µM; 280,000 compounds, 0.61% hits; in the data active means inhibition mostly above about 24%, no sharp cut-off; inactive means mostly below about 32%; further: some compounds called inactive have numbers as strong as hits
V1aR counter: activates human V1a receptor in oxytocin agonist counter-screen; P37288; CHO-V1R cells, Fluo-8 calcium fluorescence, agonist mode; 0% DMSO, 100% 3 nM vasopressin; activation, % at 3 µM; 320,000 compounds, 0.25% hits;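 active means activation above the mean activation of all tested compounds plus 3 SD, per screening run, cut at about 20% in these data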;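 further: signal is peak over basal fluorescence ratio across a 100 second FLIPR read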
Target sequence (P37288 whole entry, looked up): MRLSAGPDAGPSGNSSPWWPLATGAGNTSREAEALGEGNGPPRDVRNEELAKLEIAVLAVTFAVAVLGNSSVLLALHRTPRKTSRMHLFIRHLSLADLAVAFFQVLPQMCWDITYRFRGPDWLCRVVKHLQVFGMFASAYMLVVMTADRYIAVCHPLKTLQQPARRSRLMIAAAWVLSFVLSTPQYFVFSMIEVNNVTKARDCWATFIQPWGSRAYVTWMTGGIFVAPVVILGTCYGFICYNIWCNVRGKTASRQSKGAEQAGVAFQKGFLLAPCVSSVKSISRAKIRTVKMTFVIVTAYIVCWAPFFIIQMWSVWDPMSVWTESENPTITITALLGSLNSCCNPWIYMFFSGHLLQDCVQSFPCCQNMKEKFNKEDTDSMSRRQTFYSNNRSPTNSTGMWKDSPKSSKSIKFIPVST
OXTR ag: activates the human oxytocin receptor. AID 2435. P30559. 320,000 compounds, 0.32% hits. activation, % at 3 µM. CHO-OTR cells, Fluo-8 calcium fluorescence; normalized: DMSO 0%, oxytocin 100%;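 active means activation above the mean of all tested compounds plus 3 SD, cutoff set per screening run, cut at about 20% in these data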;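 further: peak over basal fluorescence ratio from a 100 s FLIPR kinetic read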
* marks the source's active call; other numbers are inactive results; . = no result given.

SMILES	GalR3 antag	MEKK2mut PB1 HTS	PfM18AAP inh	OXTR potentiator	MEKK2wt PB1 HTS	GPR7 antagonist	NALP1 inh	V1aR counter	OXTR ag
CCCCCCCCCCOC(=O)Cn1c(COc2ccccc2OC)[n+](C)c2ccccc21	4.3	61.0*	-5.0	-14.8	238.0*	53.2*	37.4*	56.2*	9.9
COc1cccc(/C=N/Nc2nc3ccccc3n3cnnc23)c1O	-3.9	1.0	12.2	-8.6	100.0	-10.3	10.2	1.7	2.7
Nn1c(Cc2ccccc2F)n[nH]c1=S	-2.4	-1.0	17.3	-12.8	104.0	-4.8	-14.0	-0.1	1.6
CSc1ccccc1OCc1cc(C(=O)N(C)C(C)c2ccccn2)no1 (stereo not drawn)	4.9	-2.0	3.6	.	95.0	-4.4	-0.2	.	.
Cc1c(OCC(=O)N2CCC(C(N)=O)CC2)ccc2c1oc(=O)c1ccccc12	-0.4	6.0	2.5	-6.2	106.0	1.2	-11.0	0.5	0.7
Cn1c(=O)c2c(nc(CN3CCN(Cc4ccccc4)CC3)n2Cc2ccc(Cl)cc2)n(C)c1=O	.	13.0	-2.5	-2.5	116.0	-3.0	-4.6	1.1	-0.8
Cc1ccccc1C(=O)Nc1ccnn1C1CCN(Cc2c(C)n(C)c3ccccc23)CC1	-9.5	8.0	-2.3	.	126.0	10.7	5.2	.	.
COCCN(Cc1cc2cc(C)c(C)cc2nc1Cl)C(=O)Nc1ccccc1	-6.6	0.0	2.8	6.9	100.0	-8.3	25.7	-0.1	-1.6
O=C(Oc1ccccc1)N(c1ccccc1)c1ccccc1	-4.7	-12.0	-21.0	-9.8	92.0	3.1	-8.6	10.2	0.5
CCN(CC)C(=O)c1ccc2c(c1)nnn2C	-3.0	0.0	-0.6	-11.8	101.0	-9.2	23.2	0.4	3.7
C/C(=N\NC(=O)c1c(Br)c(C)nn1C)c1ccc(NC(=O)c2ccoc2C)cc1	5.3	2.0	2.1	-6.0	101.0	-10.3	32.4	1.3	-0.4
CC(=O)Oc1ccc(OC(C)=O)c(SCCCCCCl)c1	-3.9	5.0	2.6	.	101.0	-5.5	-12.4	.	.
COc1cc(NC(=O)c2ccc(F)cc2)c(OC)cc1NC(=O)CN1CCCCC1	-4.1	-1.0	0.0	-4.8	103.0	-7.7	15.2	-0.3	-0.6
COc1ccc(OCc2cc(C(=O)N(C)Cc3cc(C4CC4)n[nH]3)no2)c(Cl)c1	-2.4	-13.0	6.8	-23.4	96.0	14.0	14.7	5.2	6.1
COC(=O)c1sc(NC(=O)C(C)C)c(C(=O)OC)c1C	-3.4	-1.0	1.0	-7.9	99.0	-6.4	0.0	0.1	-1.4
O=C(CCC(=O)Nc1ccc(F)cc1)N/N=C/c1c[nH]c2ccccc12	-3.9	4.0	3.5	-13.1	101.0	8.5	-1.8	-0.5	-0.1
CCOc1ccccc1N(CC(=O)NC1CCCC1)C(=O)CCC(=O)Nc1cc(C)on1	6.0	1.0	2.2	-11.9	100.0	-5.7	7.0	0.7	0.1
O=C(Nc1cccc(C(=O)NC2CCCCC2)c1)c1ccccc1	-5.8	-6.0	2.9	-5.8	100.0	-5.1	4.1	2.7	2.6
N#Cc1ccc(CSc2nnc(-c3cccnc3)n2-c2ccccc2)cc1	-7.8	0.0	-3.6	-3.2	95.0	-6.0	2.5	0.3	4.7
O=c1[nH]c(/C=C/c2cccc(Br)c2)nc2ccccc12	-2.9	.	.	-6.6	.	.	.	0.6	-1.1
O=C(Nc1ccc(-c2nnc(-c3ccco3)o2)cc1)C(c1ccccc1)c1ccccc1	2.9	1.0	1.6	-5.2	114.0	-9.2	-16.9	1.1	1.4
Cc1ccccc1OCC(=O)O/N=C(\N)Cc1ccc(Cl)cc1	-0.9	-1.0	1.4	-24.3	102.0	3.3	10.2	2.2	-1.5
CC(C)(C)C(O)C(Cc1ccccc1Cl)n1cncn1 (stereo not drawn)	-9.7	3.0	-18.0	-5.0	102.0	8.1	14.9	0.5	0.9
CCn1cc(-c2cc(C(=O)O)on2)c(C)n1	-1.2	3.0	-1.4	-5.1	104.0	-2.1	6.5	0.2	1.2
COc1ccc(NC(=O)C(c2ccc(Cl)cc2)C(C)C)cn1 (stereo not drawn)	.	8.0	-11.9	-8.9	99.0	-1.1	14.3	9.5	7.3
Cn1cc(CNC(=O)C2CCC(=O)N(Cc3ccc(Cl)cc3)C2)cn1 (stereo not drawn)	-9.3	-1.0	-0.7	-6.4	100.0	-7.5	3.9	0.5	5.7
Cc1ccc2c(c1)C(=O)CC1(CCCC1)O2	0.9	1.0	.	1.3	79.0	.	.	0.4	0.5
COc1ccc(S(=O)(=O)O/N=C2\CCCc3ccccc32)cc1	0.1	.	-7.7	-2.7	.	-9.9	-12.6	1.2	0.3
CCN(C[C@H]1N[C@@](CC)(C(=O)OC)[C@H]2C(=O)N(Cc3ccccc3)C(=O)[C@@H]12)S(=O)(=O)c1ccc(C)cc1	-3.4	.	.	-8.6	.	.	.	0.0	-0.9
CCOc1ccc(S(=O)(=O)N2CCCCC2)cc1NC(=O)CN1CCCC1c1cccs1 (stereo not drawn)	-7.7	.	.	-9.0	.	.	.	1.0	1.1
CC1(C)CC(=O)c2sc(N3CCCCC3)nc2C1	-1.9	2.0	-0.6	-12.8	99.0	5.8	10.0	-0.2	-1.3
O=C(CCS(=O)(=O)c1ccccc1)Nc1ccccc1F	-3.4	-1.0	-5.3	-5.7	96.0	-6.0	13.5	-0.1	-0.2
COC(=O)c1ccc(CNS(=O)(=O)c2ccc3ccccc3c2)cc1	-9.1	-2.0	-0.9	-9.3	102.0	-0.9	26.4	4.1	1.4
CC(=O)c1c(C)[nH]c(C(=O)Nc2ccc(C)c(S(=O)(=O)Nc3ccc(C)cc3C)c2)c1C	-3.7	4.0	-2.2	-10.0	105.0	-11.1	.	1.4	1.4
Cc1cccc(NC(=O)C(=O)NCc2ccc3c(c2)OCO3)c1C	-2.7	-13.0	-2.5	-3.6	85.0	-5.3	4.9	1.3	1.7
Cc1ccc2oc(=O)cc(CN3CCOCC3)c2c1	0.7	-4.0	5.5	5.3	100.0	-7.1	11.5	-1.2	0.7
Cc1cccc(Oc2cc(NC(=O)c3ccccc3)cc([N+](=O)[O-])c2)c1	-9.1	10.0	-1.2	-15.4	135.0	2.2	11.3	0.0	-1.0
COc1ccccc1NC(=O)c1sc2ncn(CC(=O)N3CCC(C)CC3)c(=O)c2c1C	-6.6	2.0	-0.2	-9.6	102.0	3.9	11.3	2.0	1.5
Cc1ccnc(NC(c2ccccc2O)c2oc(CO)cc(=O)c2O)c1 (stereo not drawn)	-6.4	0.0	17.1	-11.3	113.0	-4.8	9.8	-0.4	-0.9
O=C(Nc1ccc([N+](=O)[O-])cc1)c1cccc(S(=O)(=O)Nc2ccccn2)c1	-6.5	5.0	-12.8	-4.6	105.0	5.3	30.9	1.5	1.0

Next part; it opens with the four that closed the last part.
SMILES	GalR3 antag	MEKK2mut PB1 HTS	PfM18AAP inh	OXTR potentiator	MEKK2wt PB1 HTS	GPR7 antagonist	NALP1 inh	V1aR counter	OXTR ag
Cc1cccc(Oc2cc(NC(=O)c3ccccc3)cc([N+](=O)[O-])c2)c1	-9.1	10.0	-1.2	-15.4	135.0	2.2	11.3	0.0	-1.0
COc1ccccc1NC(=O)c1sc2ncn(CC(=O)N3CCC(C)CC3)c(=O)c2c1C	-6.6	2.0	-0.2	-9.6	102.0	3.9	11.3	2.0	1.5
Cc1ccnc(NC(c2ccccc2O)c2oc(CO)cc(=O)c2O)c1 (stereo not drawn)	-6.4	0.0	17.1	-11.3	113.0	-4.8	9.8	-0.4	-0.9
O=C(Nc1ccc([N+](=O)[O-])cc1)c1cccc(S(=O)(=O)Nc2ccccn2)c1	-6.5	5.0	-12.8	-4.6	105.0	5.3	30.9	1.5	1.0
COc1ccccc1NCCC(=O)OCC(=O)Nc1cc([N+](=O)[O-])ccc1F	-5.0	.	.	-7.5	.	.	.	2.9	4.2
O=c1[nH]c2ccccc2nc1-c1c[nH]c2ccccc12	-11.6	6.0	1.5	-11.7	106.0	12.1	12.2	0.7	7.1
Cc1nc(C)c(C(=O)N/N=C/c2cc(Br)ccc2O)s1	-7.3	4.0	-14.3	-2.0	98.0	-0.3	.	2.9	3.1
CCCCNC(=O)COC(=O)c1cc(F)c(F)cc1Cl	-5.0	2.0	3.5	4.4	103.0	-3.2	8.9	-0.1	-0.6
CC(C)c1ccc(S(=O)(=O)N2CCN(C(=O)c3ccc(N4CCCC4)c([N+](=O)[O-])c3)CC2)cc1	-1.7	1.0	9.5	-5.5	94.0	-10.4	22.0	-0.4	-0.6
CCn1nc(C(=O)OCC(=O)c2ccc(F)cc2)c2ccccc2c1=O	-4.2	4.0	3.8	2.3	101.0	-9.2	3.8	-0.2	-2.4
COc1ccc(C(=O)OCC(=O)NC(C)CCc2ccccc2)c(OC)c1 (stereo not drawn)	-8.6	2.0	1.0	2.7	96.0	0.1	-4.8	2.8	-1.5
COc1cccc(C(=O)NNC2OC(CO)C(O)C2O)c1 (stereo not drawn)	-4.6	-5.0	-3.1	-19.5	92.0	-6.7	9.5	0.3	-1.5
O=C(c1cccs1)N(Cc1ccco1)Cc1cc2ccccc2[nH]c1=O	-2.3	-4.0	-7.9	-9.5	92.0	-3.0	8.2	0.4	0.1
N#CCCN1CCN(S(=O)(=O)c2ccc3c(c2)CCC3)CC1	-5.5	.	.	-5.4	.	.	.	-0.6	-1.0
O=C1CC2(CCN(C(=O)c3cccc(F)c3)CC2)Oc2ccccc21	-4.7	.	.	4.1	.	.	.	-0.4	0.6
CCCC(C(=O)Nc1ccc(S(=O)(=O)Nc2ncccn2)cc1)c1ccccc1 (stereo not drawn)	-0.4	8.0	-6.2	-5.5	106.0	-13.2	5.5	0.5	-0.3
CCCCSc1nnc(CSc2nc3nc(C)cc(C)n3n2)o1	-1.6	-6.0	-2.5	-3.6	94.0	-1.1	-37.8	0.2	0.2
COC(=O)c1c(NC(=O)c2ccoc2C)sc(C)c1C	0.2	3.0	-0.9	-6.9	99.0	-17.4	0.8	-1.1	-0.8
CCn1nc(C(=O)OC(C(=O)c2c[nH]c3ccccc23)c2ccccc2)c2ccccc2c1=O (stereo not drawn)	-5.6	7.0	-11.3	-2.6	100.0	-1.2	2.8	1.7	3.3
COCCn1cnc2c1c(=O)n(Cc1ccccc1C#N)c(=O)n2Cc1ccccc1	-4.5	-2.0	1.1	-3.0	100.0	-12.9	16.9	0.8	0.8
COc1ccc(S(=O)(=O)N(CC(=O)O)Cc2ccccc2)cc1OC	-3.0	-1.0	-4.2	-6.8	97.0	-11.8	-4.9	-0.5	1.0
O=C(C1CCN(S(=O)(=O)Cc2ccccc2)CC1)N1CCN(c2ncccn2)CC1	0.8	3.0	-2.8	-12.5	107.0	-11.7	9.3	0.5	-0.1
O=C(Nc1ccccc1C(=O)N1CCCC1)c1cccc(S(=O)(=O)N2CCCCCC2)c1	-2.6	2.0	-0.2	-7.7	105.0	1.8	10.7	-1.5	-2.2
COc1cc(C(=O)Nc2ccc3c(c2)nc(C)n3C)cc(OC)c1OC	-2.6	2.0	-5.2	-2.6	107.0	3.1	16.7	1.3	0.7
